Screens deposited in PubChem by Sanford-Burnham Center for Chemical Genomics.
APJ antag = blocks the human apelin receptor APJ; P35414; CHO-K1 APJ beta-arrestin complementation, luminescence; inhibition, % at 20 µM; 0.32% of 330,000 active; AID 2521;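 active = inhibition above about 40% at 20 µM, limit read from the data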;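 also: cells challenged with 10 nM apelin-13 agonist together with compound; plate controls were apelin-13 plus DMSO wells for no effect and DMSO wells lacking apelin-13 for full effect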
Target sequence (P35414 whole entry, looked up): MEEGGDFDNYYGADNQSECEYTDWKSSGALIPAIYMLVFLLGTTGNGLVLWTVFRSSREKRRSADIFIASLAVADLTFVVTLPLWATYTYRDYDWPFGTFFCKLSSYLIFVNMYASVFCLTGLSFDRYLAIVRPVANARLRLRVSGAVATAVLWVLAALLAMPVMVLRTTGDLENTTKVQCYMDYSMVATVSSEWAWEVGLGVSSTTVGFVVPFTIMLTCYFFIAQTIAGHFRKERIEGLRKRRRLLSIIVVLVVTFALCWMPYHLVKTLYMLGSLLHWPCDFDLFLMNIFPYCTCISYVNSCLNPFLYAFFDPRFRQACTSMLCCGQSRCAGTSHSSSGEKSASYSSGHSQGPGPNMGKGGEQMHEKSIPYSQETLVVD
Gli-Sufu block = antagonists of Gli-Sufu signaling. Sufu-KO-LIGHT fibroblasts, Gli luciferase reporter luminescence. inhibition, % at 5 µM. 0.74% of 340,000 active. AID 588413;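 active = inhibition above about 55%, limit read from the data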;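 also: 0% = DMSO-treated cells and 100% = wells with medium but no cells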
UBC13 polyUb = blocks human UBC13 polyubiquitin chain formation; TR-FRET; inhibition, % at 20 µM; AID 485273; P61088; 0.47% of 330,000 active; in the data active = inhibition above about 45%, passing the limit was not always enough
CXCR6 block = blocks human CXCR6 beta-arrestin recruitment; inhibition, % at 20 µM; CHO-K1 PathHunter CXCR6 beta-arrestin, luminescence; 0.36% of 360,000 active; AID 602244; O00574; in the data active = inhibition above about 34%, passing the limit was not always enough;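 also: antagonist mode with CXCL16 agonist at 10 nM final; 0% = 10 nM CXCL16 with DMSO and 100% = unstimulated wells without agonist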
Target sequence (O00574 whole entry, looked up): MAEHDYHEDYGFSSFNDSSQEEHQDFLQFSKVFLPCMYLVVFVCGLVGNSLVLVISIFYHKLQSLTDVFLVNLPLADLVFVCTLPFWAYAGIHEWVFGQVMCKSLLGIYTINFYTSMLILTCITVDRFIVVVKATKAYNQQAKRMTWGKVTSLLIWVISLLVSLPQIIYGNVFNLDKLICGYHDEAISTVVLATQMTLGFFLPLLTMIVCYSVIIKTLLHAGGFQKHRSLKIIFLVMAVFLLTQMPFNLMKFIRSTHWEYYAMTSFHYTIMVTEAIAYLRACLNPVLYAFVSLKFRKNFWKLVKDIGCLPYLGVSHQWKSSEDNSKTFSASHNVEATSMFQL
EBI2 antag = EBI2 (human) antagonism; P32249; 0.81% of 360,000 active; EBI2 beta-arrestin recruitment, luminescence, 7a,25-OHC stimulated; inhibition, % at 5 µM; in the data active = inhibition above about 38%;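 also: enzyme fragment complementation signal reports receptor beta-arrestin coupling in cells; 0% = agonist plus DMSO wells and 100% = wells without agonist; some results beyond the cut were filed as inactive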
Jurkat NFkB inh = lowers PMA/ionomycin-induced NF-kB signal in Jurkat cells; AID 435003; 0.53% of 330,000 active; inhibition, % at 4 µM; PMA/ionomycin-induced NF-kB luciferase reporter, luminescence; in the data active = inhibition above about 50%
CCR6 antagonist = CCR6 (human) receptor antagonism. P51684. CHO-K1 CCR6 PathHunter beta-arrestin, luminescence, CCL20-stimulated. inhibition, % at 20 µM. 0.49% of 340,000 active;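 active = compounds whose inhibition of the agonist-driven luminescence signal at 20 µM reaches about 50%, limit read from the data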;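 also: cells stimulated with CCL20 at 14 nM final; plate controls were DMSO with CCL20 for no effect and DMSO without agonist for full effect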
Target sequence (P51684 whole entry, looked up): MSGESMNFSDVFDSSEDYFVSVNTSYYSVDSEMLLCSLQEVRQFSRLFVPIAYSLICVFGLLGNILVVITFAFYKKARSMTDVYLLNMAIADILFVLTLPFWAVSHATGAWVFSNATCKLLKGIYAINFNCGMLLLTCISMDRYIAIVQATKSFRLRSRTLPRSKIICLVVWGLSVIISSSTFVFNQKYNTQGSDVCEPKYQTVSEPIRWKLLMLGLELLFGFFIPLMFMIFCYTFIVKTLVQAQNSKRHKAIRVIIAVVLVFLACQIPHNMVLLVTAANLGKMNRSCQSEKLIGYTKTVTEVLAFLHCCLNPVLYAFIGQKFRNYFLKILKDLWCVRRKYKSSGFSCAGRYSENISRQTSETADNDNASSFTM
697 NFkB inh = inhibitors of the PMA/ionomycin-induced NF-kB reporter in 697 B cells. inhibition, % at 4 µM. 697 B-cell NF-kB luciferase reporter, 16 h. 0.33% of 330,000 active. AID 435022; in the data active = inhibition above about 35%
Starred values were filed as active, the others as inactive; nt = not tested or not shown.

SMILES	APJ antag	Gli-Sufu block	UBC13 polyUb	CXCR6 block	EBI2 antag	Jurkat NFkB inh	CCR6 antagonist	697 NFkB inh
CC(C)C(=O)Nc1cccc(NC(=S)NC(=O)c2ccc3c(c2)OCO3)c1	-12	-72	-7	2	8	-36	19	-91
COc1cc(-c2[nH]ncc2CN2CCN(Cc3cccs3)CC2)cc(OC)c1OC	-24	23	-16	-1	-5	4	0	-10
Cn1c(N2CCOCC2)nc2c1c(=O)n(Cc1ccc(Cl)c(Cl)c1)c(=O)n2C	6	4	9	-2	-1	14	32	-4
COc1ccc(CNC(=O)C[C@H]2C(=O)N(c3ccccc3)C[C@@H]2Cc2ccccc2)cc1	-36	22	14	9	17	-7	10	6
COc1ccc(N=Cc2cccc(C)c2O)cc1Cl	0	12	-8	-8	-13	7	-15	-24
COc1cccc(-n2cnnc2SCC(=O)NC2CC2)c1	-6	-1	-3	4	-17	-14	4	-9
COc1ccc(NC(=O)COC(=O)c2ccc(N3CCCC3=O)cc2)cc1OC	1	-1	-2	-2	3	-9	4	-22
COCCn1c(SCC(=O)Nc2ccccc2OC)nc2ccccc21	19	11	20	6	-2	-1	9	4
COc1ccc(C)cc1S(=O)(=O)N(CC(=O)O)c1ccccc1	26	-18	1	1	0	14	-28	5
COc1cc(/C=N/NC(=O)CCN2CCCCC2)ccc1O	-1	6	6	4	4	6	-4	7
CC(C)C(=O)Nc1ccc2c(c1)Cc1cc(NC(=O)C(C)C)ccc1-2	12	-6	-5	-5	-6	-10	-2	-21
CN(Cc1ccccc1)c1ccc(C(CC(N)=O)NC(=O)Cc2cccc3ccccc23)cc1[N+](=O)[O-] (stereo unspecified)	-24	0	-1	8	-4	9	17	18

4 entries picked at random from those above, as already listed:
SMILES	APJ antag	Gli-Sufu block	UBC13 polyUb	CXCR6 block	EBI2 antag	Jurkat NFkB inh	CCR6 antagonist	697 NFkB inh
COc1cc(-c2[nH]ncc2CN2CCN(Cc3cccs3)CC2)cc(OC)c1OC	-24	23	-16	-1	-5	4	0	-10
COc1ccc(CNC(=O)C[C@H]2C(=O)N(c3ccccc3)C[C@@H]2Cc2ccccc2)cc1	-36	22	14	9	17	-7	10	6
COc1ccc(C)cc1S(=O)(=O)N(CC(=O)O)c1ccccc1	26	-18	1	1	0	14	-28	5
CC(C)C(=O)Nc1ccc2c(c1)Cc1cc(NC(=O)C(C)C)ccc1-2	12	-6	-5	-5	-6	-10	-2	-21

(next part)
SMILES	APJ antag	Gli-Sufu block	UBC13 polyUb	CXCR6 block	EBI2 antag	Jurkat NFkB inh	CCR6 antagonist	697 NFkB inh
O=C(Cc1ccc(Cl)cc1)c1ccccc1	nt	-15	nt	8	1	nt	13	nt
Cc1ccc2oc(=O)cc(CN3CC(C)OC(C)C3)c2c1 (stereo unspecified)	9	8	-6	0	-8	-15	9	-20
O=c1c2cc(N3CCOCC3)ccc2[nH]c(=S)n1Cc1ccc(Cl)cc1	-6	-51	5	-4	6	-48	4	-129
CCOC(=O)c1ccc(NC(=O)c2cn(-c3ccccc3)nc2-c2ccncc2)cc1	1	-9	-21	-2	10	4	15	24
COc1ccc(C)cc1S(=O)(=O)NNc1nc(C)cc(C)n1	-8	4	0	9	12	-9	38	16
CC[C@@H]1[C@H]2CCCC(=O)N3CC[C@@H](C[C@@H]1Nc1ccccc1)[C@@H]23	12	-2	2	-1	2	4	9	15
COc1ccc(N(C(=O)C2CCCCC2)C2C=CS(=O)(=O)C2)c(OC)c1 (stereo unspecified)	17	7	-3	2	0	-2	17	2
O=CN1CCN(C2CC(=O)N(c3ccc(Br)cc3)C2=O)CC1 (stereo unspecified)	-19	nt	-2	-4	0	-3	-7	-6
O=[N+]([O-])c1ccc(C(O)CN=Cc2ccc(O)cc2O)cc1 (stereo unspecified)	0	2	-1	-2	-3	15	-10	3
CC[C@]12c3[nH]c4cc(CCC(=O)N(C)C)ccc4c3CCN1C(=O)[C@@H](CC(=O)NCCN1CCOCC1)C[C@@H]2C(=O)N1CCN(C(=O)c2ccco2)CC1	nt	-11	nt	-5	1	nt	14	0
CCn1nc(C)c(CNC(=O)c2ccc(OC3CCN(Cc4ccccn4)CC3)cc2)c1C	10	64*	7	1	-2	65*	9	11
Cn1cccc1/C=C1\SC(=S)N(CC(=O)O)C1=O	nt	-5	nt	17	4	nt	16	nt
CCN(Cc1ccccc1)C(c1ccc(C(F)(F)F)cc1)c1nnnn1C(C)(C)C (stereo unspecified)	8	4	1	9	5	12	5	2
O=C(NCC(c1ccco1)N1CCc2ccccc2C1)c1cccc(Br)c1 (stereo unspecified)	7	-6	-1	7	11	13	14	11
CCOc1ccc(N(CC(=O)Nc2cc(C)ccc2C)S(=O)(=O)c2c(C)[nH]c(=O)[nH]c2=O)cc1	5	3	13	-1	5	16	5	11
CCOC(=O)c1[nH]c(C)c(C(=O)N(C)C)c1C	10	-1	0	-5	-14	-1	-20	10
CCC/C(O)=C1\C(=O)CCCC1=NCCc1c(C)[nH]c2ccc(OC)cc12	-18	-4	-3	-5	5	7	6	-8
COCCNC(=O)C(=O)NNC(=O)c1ccccc1OC	8	-2	1	-5	-3	-3	12	8
O=C(Cc1ccc(Br)cc1)Nc1ccc(Cl)cc1	-14	-33	6	-2	0	-10	18	-15
O=C(NCC(F)(F)F)Nc1nnc(C(F)(F)F)s1	10	-7	2	2	-12	-5	-20	21
CCCN1C(=O)/C(=C2/C=Cc3ccccc3N2CC)SC1=S	42*	9	-299	28	2	-2	41	-2
O=C1CCCC/C1=C/Nc1cccc(C(F)(F)F)c1	16	-8	3	-8	-8	-19	1	2
C1CCN(Cc2nnnn2C2CCCC2)CC1	3	-3	-3	3	0	-15	1	1
COc1ccc(N(C(=O)c2cc3ccccc3oc2=O)C2C=CS(=O)(=O)C2)cc1 (stereo unspecified)	-17	-6	-18	2	-8	-22	1	-8
Cc1cc(F)ccc1NS(=O)(=O)c1cccc2nsnc12	4	12	-9	-8	0	-8	-6	-24
Cc1cc2c(c(=O)o1)C1(C(=O)N(C)c3ccccc31)C(C#N)=C(N)O2 (stereo unspecified)	4	8	-4	5	-7	-3	2	4
CCOC(=O)C1=NN(C(=O)c2ccc(C)cc2)C(O)(c2ccc(Cl)cc2)C1 (stereo unspecified)	-1	-4	-26	15	15	5	6	6
CN(C(=O)COC(=O)c1ccccc1OCc1ccc(F)cc1)C1CCS(=O)(=O)C1 (stereo unspecified)	9	9	27	-4	-9	14	11	15
O=C(Nc1nc2ccc(F)cc2s1)c1cccc(S(=O)(=O)N2CCc3ccccc32)c1	1	1	-2	2	10	-15	3	-33
N#Cc1ccc(N2CCc3ccccc3C2)c([N+](=O)[O-])c1	-18	-11	4	0	-1	12	7	-18
CCCN1CCN(C(=O)C2CCCN(c3ncnc4c3nc3n4CCCCC3)C2)CC1 (stereo unspecified)	-14	21	-2	0	-16	4	1	-7
CCc1c(C(=O)Nc2ccccc2C(N)=O)csc1C	-40	-40	-6	-3	-3	-36	13	-64
N#Cc1ccc(OC(=O)c2cnccn2)cc1	-10	-10	1	2	-10	-5	2	-24
CSc1nsc(N/N=C/c2ccc3c(c2)OCO3)c1C#N	-1	-126	-18	4	13	-108	13	-222
CN1CCN(C(=O)C2CCCN(S(=O)(=O)c3ccc(F)cc3)C2)CC1 (stereo unspecified)	-27	-17	-3	1	0	6	1	8
S=C(Nc1ccccc1)N1CCN(C(=S)Nc2ccccc2)CC1	-6	nt	3	nt	nt	-13	nt	18
CC1CCCN(C(=O)Cc2cn(Cc3cccc(Cl)c3)c3ccccc23)C1 (stereo unspecified)	0	7	4	0	17	-7	8	10
CCN(CC(=O)NCc1cccs1)c1nnnn1-c1ccccc1	-4	6	4	-5	-6	1	2	5
CCC(NC(=O)Cc1c(C)c2c(cc(C)c3c(C)c(C)oc32)oc1=O)C(=O)O (stereo unspecified)	19	-7	0	4	-10	8	5	7
CCCc1[nH]nc2c1C(c1ccc(Br)s1)C(C#N)=C(N)O2 (stereo unspecified)	26	-4	-25	-1	-19	-1	10	2
Nn1cc(-c2ccccc2)nc1SCC(=O)N1CCN(S(=O)(=O)c2ccccc2)CC1	4	4	6	-7	1	3	9	11
Cc1noc(C)c1S(=O)(=O)N1CCC(C(=O)N2CCN(C3CCCC3)CC2)CC1	-2	nt	-14	nt	nt	-8	nt	-42
O=C(Nc1ccccc1)c1cc(S(=O)(=O)Nc2cccnc2)ccc1Cl	-14	24	-9	-5	-1	2	0	3
COc1ccc2nc3n(c(=O)c2c1)-c1cc(C)ccc1C(=O)NC3Cc1ccc(O)cc1 (stereo unspecified)	-4	nt	17	nt	nt	-7	nt	-2
O=C(O)CC(CC(=O)O)n1cccc1	nt	4	nt	-1	0	nt	1	nt
O=C(NCc1nc2ccccc2[nH]1)C1=C[C@@H](C2CCCCC2)C[C@@H](OCc2ccc(CO)cc2)O1	10	-2	-17	4	-1	12	12	-16
CCCN(CC(=O)Nc1cc(C)on1)S(=O)(=O)c1cccc(C(F)(F)F)c1	12	-2	-1	-2	-2	-5	3	18
Cc1ccc(S(=O)(=O)N2[C@@H](c3ccccc3F)C(C(=O)O)=CC[C@H]2c2ccc3c(c2)OCO3)cc1	-54	14	-11	13	11	0	2	6
CCN(CC)S(=O)(=O)c1ccc(Cl)c(C(=O)Nc2cc(C)nn2-c2ccccc2C(F)(F)F)c1	0	nt	10	nt	nt	18	nt	0
C=CCc1ccc(OCc2ccc(C(=O)O)o2)c(OC)c1	-18	-72	4	1	-11	12	7	-29
Cc1cc2c(c(=O)n1CCN(C)C)C(c1ccc(Cl)cc1)C(C#N)=C(N)O2 (stereo unspecified)	19	-1	-1	-2	4	0	-4	-3
Cn1c(NC(=O)/C=C/c2ccccc2)cc(=O)n(C)c1=O	14	-26	-17	7	-2	-32	-4	-46
Cc1cc(NC(=O)CCC(=O)N(c2ccccc2)C(C(=O)NC2CCCC2)c2ccccc2F)no1 (stereo unspecified)	25	-8	6	-5	-3	19	7	12
CCN1CCc2c(sc(NC(=O)c3ccc(S(=O)(=O)N(C)c4ccccc4)cc3)c2C(=O)NC)C1	0	17	-2	22	-14	6	23	11
COc1ccc(NC(=O)NC(C)c2ccncc2)cc1OC (stereo unspecified)	-4	-13	0	0	-10	3	3	14
COCCn1c(C(C)C)nc2oc3ccccc3c(=O)c2c1=O	13	nt	0	4	6	4	0	-12
CCOc1ccc(-n2c(-c3ccc(OC)cc3)c[n+]3c2CCCCC3)cc1	-8	87*	-2	-9	1	73*	9	57*
Cc1ccc(Sc2ncccc2C(=O)NCc2cc([N+](=O)[O-])ccc2O)c(C)c1	-26	-5	-9	6	6	22	4	-27
Oc1ccc2cccnc2c1	10	-2	-4	-8	-3	-16	-11	11
CCOc1ccccc1NC(=O)CSc1nc2nc(-c3cccs3)cc(C(F)(F)F)c2c(=O)[nH]1	6	17	-1	9	4	-2	9	6
Following part
SMILES	APJ antag	Gli-Sufu block	UBC13 polyUb	CXCR6 block	EBI2 antag	Jurkat NFkB inh	CCR6 antagonist	697 NFkB inh
CN(C1=NC(=O)C(CC(=O)Nc2ccc(Br)cc2)S1)c1ccc(O)cc1 (stereo unspecified)	9	0	10	7	0	-11	10	17
OC(COc1c(F)cc(Br)cc1F)CN1CCOCC1 (stereo unspecified)	8	-2	-2	8	-10	-13	3	5
CN(Cc1ccc(C(F)(F)F)cc1)C(=O)c1ccc(Oc2ccccc2)cc1	15	2	7	9	8	9	16	4
CCOC(=O)c1c(-c2ccc(C)cc2)csc1NC(=O)C1CC=CCC1C(=O)O (stereo unspecified)	15	2	-7	2	-2	-10	9	13
CCCCn1c(N)c(N(CCOC)C(=O)c2cnccn2)c(=O)[nH]c1=O	16	-1	0	-3	6	11	4	10
O=C(OCCC1Oc2cccnc2NC1=O)c1ccc(F)cc1 (stereo unspecified)	-1	3	0	-2	6	8	-9	4
COCCOC(=O)c1[nH]c2c(c1C)C(=O)CC(c1ccc(OC)c(OC)c1)C2 (stereo unspecified)	1	12	-3	-4	2	11	7	3
CN(C)c1nc(N)nc(CSc2nnnn2C)n1	20	-8	1	-14	-7	-1	-9	-18
CCCCCC(=O)Nc1nnn(CCC)n1	7	0	-6	-3	-9	3	-20	6
CC1CCCCN1C(=O)c1ccccc1OC1CCN(S(C)(=O)=O)CC1 (stereo unspecified)	6	-1	-6	-5	-3	9	13	4
